MEX-5 binding – C. elegans MEX-5 TCR-2 RNA binding activity; AID 1832; 0.38% of 300,000 active; activity score (negative = inhibition of binding), % at 10 µM; MEX-5/FITC-TCR2 RNA binding, fluorescence polarization; active compounds read low; Q9XUB2;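 active = inhibition past about -25% in most replicates, and total fluorescence under double the plate's negative control median, limit read from the data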;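 note: 0% = DMSO and -100% = 5 µM competing unlabeled TCR2 RNA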
Target sequence (Q9XUB2 whole entry, looked up): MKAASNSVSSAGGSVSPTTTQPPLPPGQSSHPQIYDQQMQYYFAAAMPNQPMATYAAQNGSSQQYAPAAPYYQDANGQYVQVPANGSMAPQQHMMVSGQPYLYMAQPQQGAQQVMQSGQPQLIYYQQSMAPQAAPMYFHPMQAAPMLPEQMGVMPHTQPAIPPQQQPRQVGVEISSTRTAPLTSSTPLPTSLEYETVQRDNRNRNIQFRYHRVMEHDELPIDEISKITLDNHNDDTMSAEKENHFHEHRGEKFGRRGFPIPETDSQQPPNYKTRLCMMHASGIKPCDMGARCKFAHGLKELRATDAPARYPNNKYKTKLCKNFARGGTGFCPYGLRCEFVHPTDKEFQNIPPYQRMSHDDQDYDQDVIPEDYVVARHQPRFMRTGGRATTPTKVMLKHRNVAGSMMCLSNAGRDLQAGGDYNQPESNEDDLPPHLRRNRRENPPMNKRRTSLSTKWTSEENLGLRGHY
BCLXL inh – blocks human Bcl-xL binding to Bim BH3 peptide. AID 2129. Q07817. 0.7% of 320,000 active. inhibition, % at 10.9 µM. GST-Bcl-xL / FITC-Bim BH3 peptide fluorescence polarization;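 active = inhibition above the mean of all tested compounds plus 3 SD, cutoff set per campaign, cut at about 30% in these data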;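 note: 0% = DMSO wells and 100% = unlabeled Bim-BH3 peptide competitor; inhibitors lower millipolarization by displacing the labeled peptide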
VLA-4 inh – inhibition in a human VLA-4 binding assay; VLA-4 expressing cells, ligand binding flow cytometry; P13612; 0.2% of 330,000 active; inhibition, % (about 7 µM as worked out from the volumes in the protocol); AID 2557; in the data active = inhibition above about 50%
CR mimetic SO – caloric restriction mimetics inhibiting age-related superoxide in yeast; S. cerevisiae aged cells, superoxide DHE fluorescence; active compounds read low; superoxide response (% of plate mean), % at 10 µM; 0.18% of 330,000 active; AID 2690;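 active = superoxide response under a set limit, about three screen SD below normal, cut at about 65% in these data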;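 note: yeast aged for seven days with compound at 30 °C before DHE staining; 100% = average MFI of all compound-treated wells on the plate with controls excluded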
MCL1-BIM inh – MCL1-BIM-BH3 interaction inhibition (human). GST-MCL1 / FITC-Bim-BH3 fluorescence polarization. 0.68% of 320,000 active. inhibition, % at 10.9 µM;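 active = inhibition above the mean inhibition of all tested compounds plus 3 SD, set per campaign, cut at about 40% in these data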;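 note: 0% = DMSO wells and 100% = unlabeled Bim-BH3 peptide control; higher means more loss of mP so more displacement of Bim peptide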
CIT2 TOR yeast – alters CIT2-GFP fluorescence in TOR pathway yeast screen; S. cerevisiae CIT2-GFP strain, flow cytometry, 3 h; 100 means same as DMSO wells; GFP response vs DMSO, % at 10 µM; 0.065% of 320,000 active; AID 2029;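 active = GFP response relative to DMSO above a set limit, near the screen mean plus 3 SD, cut at about 150% in these data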;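 note: ratio of well median GFP fluorescence to mean of DMSO wells on the plate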
GRK2 aptamer HTS – inhibitors of human GRK2 displacing RNA aptamer. P25098. bead flow cytometry, FAM-aptamer displacement from GRK2. inhibition of aptamer binding, % at 10 µM. 0.59% of 330,000 active. AID 488847;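 active = inhibition of aptamer binding above 40%, roughly 3 SD of noise, on plates passing a quality check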;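 note: median bead fluorescence of bound FAM aptamer so fluorescent compounds give negative values; no value below 0 was filed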
AGP1-GFP MLPCN – yeast TOR pathway AGP1-GFP modulation. S. cerevisiae AGP1-GFP multiplex flow cytometry, 3 h; GFP as percent of DMSO wells. 0.02% of 320,000 active. GFP response vs DMSO, % at 10 µM;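 active = GFP response relative to DMSO above a set limit, near screen average plus 3 SD, cut at about 150% in these data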;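 note: median GFP channel fluorescence of the gated AGP1 strain per well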
GLD-1 RNA inh – GLD-1-TGE RNA interaction inhibition (C. elegans). Q17339. AID 2280. 0.44% of 320,000 active. purified GLD-1 + fluorescein TGE RNA, fluorescence polarization. inhibition, % at 5.96 µM;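 active = percent inhibition above a per-plate cutoff, the plate mean of test compounds plus 3 SD, cut at about 30% in these data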;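 note: 0% = DMSO wells with GLD-1 and probe and 100% = wells lacking GLD-1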
Target sequence (Q17339 whole entry, looked up): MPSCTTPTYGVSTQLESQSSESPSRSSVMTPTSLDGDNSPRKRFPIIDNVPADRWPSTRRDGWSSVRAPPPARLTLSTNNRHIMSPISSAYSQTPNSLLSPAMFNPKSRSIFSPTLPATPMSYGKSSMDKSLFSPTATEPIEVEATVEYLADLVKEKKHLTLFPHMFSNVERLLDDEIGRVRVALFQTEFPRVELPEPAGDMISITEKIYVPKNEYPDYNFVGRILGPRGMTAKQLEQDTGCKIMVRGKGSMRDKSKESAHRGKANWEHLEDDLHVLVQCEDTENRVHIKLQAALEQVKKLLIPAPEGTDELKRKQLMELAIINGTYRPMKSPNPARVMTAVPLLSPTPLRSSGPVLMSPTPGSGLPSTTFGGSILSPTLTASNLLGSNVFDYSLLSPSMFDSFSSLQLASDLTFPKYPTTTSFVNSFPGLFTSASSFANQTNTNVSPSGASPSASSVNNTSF
Starred values were filed as active, the others as inactive; . = no result given; [ ] = remark or other dose. Compounds were not picked by outcome. Share with any hit: about 2.1%.

SMILES	MEX-5 binding	BCLXL inh	VLA-4 inh	CR mimetic SO	MCL1-BIM inh	CIT2 TOR yeast	GRK2 aptamer HTS	AGP1-GFP MLPCN	GLD-1 RNA inh
CCOc1ccc(-c2cccc(NS(=O)(=O)c3ccc([N+](=O)[O-])cc3)c2)nn1	1.6	6.6	4.3	104.9	5.1	87.7	3.0	95.9	3.9
CS(=O)(=O)N(CC(=O)NCc1cccnc1)C1CCCCC1	-2.1	5.1	6.3	94.5	8.0	100.3	0.0	100.9	-0.6
NCCCCCNC(=O)c1[nH]cnc1C(=O)N[C@@H](Cc1ccccc1)C(=O)OCc1ccccc1	.	.	-11.1	82.4	.	93.7	0.0	96.3	-2.5
COc1ccc(OCC(=O)N/N=C2/C=C(C)CC2)cc1	1.9	-6.0	7.5	91.8	-8.4	97.3	0.0	98.1	-6.5
O=C1c2cccnc2C(=O)N1c1ccccc1-c1ccccc1	-3.6	-1.0	7.1	88.1	-3.1	86.9	2.0	89.3	8.2
Cc1cccc(/C=N/NC(=O)CC(=O)NCCc2ccccc2)c1	1.9	4.2	5.3	101.5	4.4	84.3	0.0	88.1	-1.3
CN1CCN(C(=O)c2cc(=O)c3cc(Cl)ccc3o2)CC1	2.3	1.4	-4.3	106.6	0.1	104.2	0.0	101.1	-0.8
COc1ccc(S(=O)(=O)N2CC(C)OC(C)C2)cc1C(=O)N1CCCCC1 (centres undefined)	-0.9	-1.1	-17.5	96.8	-8.6	85.5	2.0	85.7	0.9
CCC(Sc1nc2ccsc2c(=O)n1Cc1ccc(C(=O)O)cc1)C(=O)Nc1ccc(C)c(Cl)c1 (centres undefined)	-2.4	5.7	-0.8	98.4	5.7	101.4	7.0	104.3	-2.1
Oc1c(Br)cc(C2N=C(c3ccccc3)NO2)cc1Br (centres undefined)	0.8	19.9	7.8	91.8	10.3	.	0.0	100.8	6.5
Cc1ccc2c(c1)-c1c(ssc1=S)C(C)(C)N2C(=O)c1ccco1	-0.8	11.0	18.4	131.4	21.3	104.8	1.0	102.7	2.6
CCc1ccc(N(C(=O)CCC(=O)Nc2cc(C)on2)C(C(=O)NC(C)(C)C)c2ccc(OC)cc2)cc1 (centres undefined)	0.5	6.7	9.2	112.0	3.0	91.7	1.0	95.2	-2.3
CCOC(=O)/C(N=Nc1sc(C(=O)OC)c(C)c1C(=O)OCC)=C(\O)CCl	-0.8	-15.2	-8.7	97.0	-23.4	.	2.0	.	-5.8
CCN1CCN(C(=O)C2CCN(Cc3nc(-c4cccc(Cl)c4)oc3C)CC2)CC1	-2.9	2.6	12.9	126.0	6.5	92.9	0.0	95.5	2.2
COc1cc(/C=C(/C#N)C(=O)NCCCc2ccccc2)ccc1OCC(=O)O	1.1	-6.7	-4.8	99.6	-17.2	99.2	0.0	102.6	0.4
COc1cc(CC(NC(C)=O)C(=O)NC2CCN(C(=O)c3cc(OC)c(OC)c(OC)c3)CC2)cc(OC)c1 (centres undefined)	-1.2	2.1	-8.3	112.9	0.1	101.9	0.0	103.9	-0.7
CC1CCCN(Cc2cccc(Oc3ccccc3)c2)C1 (centres undefined)	1.0	3.3	-3.2	91.0	-0.2	105.3	0.0	101.6	-3.3
COc1ccc(OC)c(/C=N/N2CCN(c3ccc(Cl)cc3)CC2)c1	0.8	3.1	-3.4	73.8	4.0	115.4	1.0	106.0	-1.5
O=C(COC(=O)CCSc1ccc(Cl)cc1)NCCc1ccccc1	-1.4	1.0	3.2	102.9	0.5	104.9	0.0	97.5	2.6
CCn1cc(CNC(=O)c2cc(-c3ccccc3OC)nc3ccccc23)c(C)n1	-0.3	1.9	-3.3	101.1	8.1	106.6	3.0	99.2	7.5
CCS(=O)(=O)c1ccc2oc(Nc3cc(C)cc(C)c3)nc2c1	-1.3	-3.1	-1.0	109.4	4.5	118.0	0.0	100.9	2.1
Cc1ccc(S(=O)(=O)N(C)CC(O)Cn2c3ccccc3c3ccccc32)cc1 (centres undefined)	0.1	0.7	-1.1	116.0	8.3	93.5	0.0	90.8	-4.6
Cc1ccccc1C(=O)Nc1cccc(NC(=S)NC(=O)c2cccs2)c1	1.3	4.6	-3.9	104.9	6.6	97.8	2.0	92.2	-4.9
COC(=O)c1ccccc1NC(=O)C1CCCN(S(=O)(=O)c2ccccc2)C1 (centres undefined)	-1.3	1.7	-0.8	82.1	8.1	103.7	0.0	97.8	1.0
COc1ccc(-n2nc(C(=O)NCC(=O)N3CCCC3)c3ccccc3c2=O)c(OC)c1	2.5	0.0	-11.9	103.1	8.4	99.5	1.0	99.2	7.5
CCOc1ccc(OCCC(=O)OCC(=O)Nc2cc(S(=O)(=O)N3CCOCC3)ccc2C)cc1	0.8	-11.5	31.6	118.7	-10.3	97.4	12.0	104.3	-10.0
Oc1ccccc1N=N/C(=N/Nc1ccccc1O)c1ccccc1	1.0	1.2	12.6	93.2	3.0	99.4	0.0	90.7	-3.0
Cc1cc(C(F)F)n2nc(C(=O)Nc3ccccc3Br)nc2n1	-4.0	3.0	6.7	84.9	-0.5	89.8	0.0	85.7	-2.4
COc1ccc(CC(=O)NNC(=O)c2ccc(Br)s2)cc1OC	.	.	0.0	111.3	.	87.9	2.0	95.4	-4.4
COc1cc(C(=O)O)nc2ccc([N+](=O)[O-])cc12	-2.2	5.7	-4.8	111.5	2.4	106.5	0.0	106.3	-1.6
O=C(C1CCC1)N1CCc2cc(S(=O)(=O)NCCN3CCN(c4ccccc4F)CC3)ccc21	-1.1	-6.2	9.9	112.3	-5.2	98.0	0.0	96.0	0.4
Cc1cccc(Nc2ncc3c(n2)CC(C)CC3=O)c1 (centres undefined)	2.1	5.3	-1.0	89.0	7.0	96.5	1.0	93.8	-0.7
CCOC(=O)c1csc(NC(=O)c2cc(=O)c3ccccc3o2)n1	1.6	4.7	-7.5	114.2	3.3	105.3	2.0	96.3	4.2
CC(CNC(=O)C1CCCCC1C(=O)O)c1ccccc1 (centres undefined)	-2.3	-0.3	13.9	98.8	-4.5	105.5	6.0	105.9	-1.1
O=C(CSc1nnc(NC2CCCCC2)s1)Nc1ccc(N2CCOCC2)cc1	0.2	3.5	1.4	94.4	4.0	98.1	3.0	100.8	2.0
COc1cc(-c2cc(C(=O)OCC(=O)NC3CC3)c3ccccc3n2)cc(OC)c1OC	.	.	8.1	129.2	.	99.9	3.0	95.7	-1.7
Cc1ccc(NC(=O)CSc2nc(-c3ccco3)cc(C(F)(F)F)n2)cc1C	1.4	1.6	10.4	90.0	0.5	101.5	3.0	102.6	8.9
O=C(NCc1ccc2c(c1)OCO2)c1cc(-c2ccccc2)c(N2CCOCC2)s1	.	-3.7	1.0	118.0	-0.5	100.2	3.0	103.9	-5.7
CC(C)Oc1ccc(C(=O)NCCNC(=O)c2ccco2)cc1	4.6	-2.1	1.5	109.6	-8.9	101.6	0.0	95.3	-2.5
CC1CCN(CC(=O)Nc2ccc(S(=O)(=O)N3CCCC(C)C3)cc2)CC1 (centres undefined)	0.6	.	0.0	98.4	.	102.3	0.0	103.1	.
COc1ccc(N=c2oc3c(OC)cccc3cc2C(=O)NCc2ccco2)c(OC)c1	-14.3	16.6	1.6	97.8	22.1	99.5	1.0	114.0	5.7
O=C(NC1CCCC1)C(c1ccco1)N(C(=O)c1ccco1)c1ccc(F)cc1 (centres undefined)	-1.4	-4.0	4.0	93.0	-6.0	104.1	4.0	106.4	7.0
CCOC(=O)c1[nH]c2ccccc2c1NC(=O)C1CCCC1	-0.7	2.2	32.8	101.7	2.3	101.2	4.0	106.3	6.7
COc1ccccc1N1CCN(C(=O)N2CCOCC2)CC1	1.4	7.1	-17.2	113.9	9.5	94.4	1.0	102.6	8.5
CCc1ccc(-n2c(SCC(=O)c3ccc4c(c3)NC(=O)CO4)nc3ccccc3c2=O)cc1	-0.4	4.0	-5.4	99.7	-4.4	95.1	0.0	104.7	7.2
CCOc1ccccc1/C=c1\sc2ncnn2c1=O	-0.1	5.1	4.4	104.8	0.0	67.6	2.0	65.8	1.7
CN(Cc1ccccc1)C(=O)c1[nH]cnc1C(=O)NC1CCN(C(=O)OC(C)(C)C)CC1	.	.	-2.4	83.4	.	105.2	0.0	99.9	3.7
CC(=O)Nc1ccc(S(=O)(=O)N2CCN(C(C)CCc3ccccc3)CC2)cc1 (centres undefined)	-1.7	7.8	4.2	115.7	3.1	97.8	2.0	102.0	2.4
CN(C)CCN(Cc1ccccc1)S(=O)(=O)c1csc(C(N)=O)c1	-0.9	6.5	5.9	115.9	2.9	95.7	3.0	96.5	-3.7
COc1ccc(CN2CCc3ccccc3C2)c(OC)c1	0.0	4.0	8.4	86.9	-0.2	96.6	0.0	108.4	2.3
Cc1cc(=O)oc2cc(NC(=O)C(C)Oc3ccc(F)cc3)ccc12 (centres undefined)	1.3	-9.7	1.1	99.5	-22.4	90.0	0.0	100.7	-5.4
CC1CCCC(NC(=O)c2ccc3c(c2)OCO3)C1C (centres undefined)	2.7	0.3	8.3	77.4	-4.9	93.4	0.0	101.2	4.9
O=C(COc1ccccc1Cl)NC1CC1	-1.2	5.2	-1.4	99.7	3.5	105.3[may fluoresce green]	0.0	105.2[may fluoresce green]	5.0
Cc1nc2ncnn2c(N2CCN(C(=O)c3cccc(F)c3)CC2)c1Cc1ccccc1	-0.1	4.3	4.2	75.9	0.0	103.7	2.0	104.0	-2.1
CC1(C)C(=O)NCCN1C(=O)c1ccc2nc(Cc3ccccc3F)oc2c1	1.0	-1.5	3.8	85.0	-3.8	.	0.0	95.5	2.3
O=C(Nc1ccc(Cl)c(Cl)c1)Nc1nc(-c2ccccc2)cs1	-0.4	6.1	25.4	118.8	2.8	102.4	39.0	104.1	0.6
CCCCc1c(O)nc(SCC(=O)c2ccccc2)n(-c2ccccc2C)c1=O	-0.8	5.1	-3.1	88.0	1.0	102.1	0.0	100.2	0.7
COc1ccc(N2CCN(C(=O)c3ccccc3F)CC2)c([N+](=O)[O-])c1	1.0	5.5	5.8	106.7	-5.8	95.8	0.0	103.5	4.1
Cn1c(=O)c2c(ncn2CC(=O)OCC(=O)NCc2ccccc2Cl)n(C)c1=O	-1.7	3.8	21.4	92.0	-4.9	100.5	2.0	96.8	-2.9
COC(=O)CSc1ncccc1-c1nc2ccccc2[nH]1	1.3	-2.6	2.0	100.5	-5.5	98.3	0.0	104.0	4.1
Cc1cccc(Cn2nc(C)c(NC(=O)c3ccc(F)cc3)c2C)c1	-1.6	-2.5	8.8	101.7	-4.7	105.5	2.0	100.9	-0.4
Cc1c(C(=O)NCCN2CCOC2=O)oc2c(F)cccc12	0.7	0.7	18.8	115.2	-3.9	98.1	2.0	97.0	0.1

Among those listed so far, these contain a tert-butyl group.
SMILES	MEX-5 binding	BCLXL inh	VLA-4 inh	CR mimetic SO	MCL1-BIM inh	CIT2 TOR yeast	GRK2 aptamer HTS	AGP1-GFP MLPCN	GLD-1 RNA inh
CCc1ccc(N(C(=O)CCC(=O)Nc2cc(C)on2)C(C(=O)NC(C)(C)C)c2ccc(OC)cc2)cc1 (centres undefined)	0.5	6.7	9.2	112.0	3.0	91.7	1.0	95.2	-2.3
CN(Cc1ccccc1)C(=O)c1[nH]cnc1C(=O)NC1CCN(C(=O)OC(C)(C)C)CC1	.	.	-2.4	83.4	.	105.2	0.0	99.9	3.7

Screening results deposited in PubChem BioAssay by several laboratories.
